GPR55 LPI antagonism: GPR55 antagonists blocking LPI-driven arrestin recruitment, primary screen, imaging, U2OS, beta-arrestin-GFP, LPI agonist (AID 2013); U2OS GPR55 beta-arrestin-GFP translocation imaging, LPI antagonism; higher % means a stronger effect; one-dose inhibition, % at 10 µM; IC50 in µM for titrated hits; 290,000 compounds, 0.13% hits;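 active = spots per cell inhibited over 60%, with over 100 cells counted and total cytoplasm intensity under 500,000; inconclusive = wells with under 100 cells, flagged as likely toxic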;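 note: U2OS cells stably carrying GPR55 and arrestin-GFP stimulated by 5 µM LPI near EC80; imaged beta-arrestin-GFP aggregate spots per cell after agonist stimulation; plate controls were LPI-stimulated DMSO wells for no effect and DMSO wells without LPI for full effect; some results filed as inactive read as strong as hits; confirmed hits need IC50 under 10 µM and bright autofluorescent wells are also inconclusive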
KOR beta-arrestin-1: kappa opioid receptor blockers – cell-based, luminescence, uHTS (AID 1778). KOR beta-arrestin recruitment, luminescence, antagonist mode; higher % means a stronger effect. inhibition, % at 10 µM, or IC50 in µM where a hit was titrated. 290,000 compounds, 0.091% hits; note: strong numbers were not always called active
Myeloid diff 2: myeloid differentiation induction. calls only at 10 µM. 360,000 compounds, 1% hits. AID 624256. ER-HoxA9 myeloid progenitors, lysozyme-GFP differentiation, flow cytometry;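 active = normalized GFP-positive differentiation at or above the plate's own cutoff, the solvent-only control mean plus 3 SD; inconclusive = no clear call, values can overlap the other calls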;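 note: cells exposed to compound for four days before flow analysis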
T cell modulator: T cell immune modulation candidate; 2C CD8+ T cell-vesicle binding, flow cytometry; active compounds read low; calls only at 7 µM; 330,000 compounds, 0.068% hits;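 active = response, share of CD8 T cells binding vesicles, and their 90th percentile fluorescence all below set limits, cut at about 80% in these data, passing the limit was not always enough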
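incubation = binding step 1.5 h, 37 °C, antibody labelling 20 min, ice | test system = 2C mouse CD8+ T cells | read-out basis = percent CD8+ FL2 mean versus row control | controls = Peptide-free naked vesicles (low) and QL9 vesicles with 0.7% DMSO vehicle (high) | detection = flow cytometry of vesicle-bound cells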
KOR beta-arrestin-2: kappa opioid receptor activators – cell-based, luminescence, uHTS, primary screen (AID 1777); one-dose activation, % at 10 µM; EC50 in µM for titrated hits; KOR beta-arrestin recruitment, luminescence; higher % means a stronger effect; 280,000 compounds, 0.02% hits; in the data active = activation above about 50%, passing the limit was not always enough; note: a part of the inactive calls stands beside numbers as strong as those of hits
HEK293 NOD2/NF-kB: inhibition of NOD2-driven NF-kB reporter – cell-based, luminescence, uHTS, HEK293 (AID 1566) | 290,000 compounds, 0.63% hits | HEK293 NOD2/NF-kB luciferase reporter, luminescence; higher % means a stronger effect | inhibition, % at 4 µM, or EC50 in µM where a hit was titrated; note: many of its hits are not listed in these tables
NOD1 inhibition: NOD1 signaling inhibitors, primary screen, cell-based, luminescence, uHTS (AID 1578) | one-dose inhibition, % at 4 µM; EC50 in µM for titrated hits | NOD1-driven NF-kB luciferase reporter cells, luminescence; higher % means a stronger effect | 290,000 compounds, 1% hits; in the data active = inhibition mostly above about 36%, no sharp cut-off; inactive = mostly below about 34%;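 note: HEK-293T reporter cells stimulated with the NOD1 agonist gamma-tri-DAP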
GPR55 activation: selective activators of receptor GPR55 – imaging, U2OS cells, beta-arrestin-GFP redistribution, primary screen (AID 1961) | U2OS GPR55 beta-arrestin-GFP redistribution imaging; higher % means a stronger effect | activation, % at 10 µM; hits with a dose series show EC50 in µM | 290,000 compounds, 0.048% hits;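 active = activation above 40% with more than 50 cells counted in the well; inconclusive = wells holding fewer than 50 cells, flagged as toxic or sparse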;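 note: U2OS osteosarcoma cells stably expressing GPR55 and beta-arrestin-GFP; plate controls were DMSO negative control for no effect and LPI positive control for full effect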
NTR1 agonist: agonists of NTR1, primary screen, imaging, U2OS cells, beta-arrestin-GFP, high content (AID 493036); P30989; 330,000 compounds, 0.17% hits; NTR1-U2OS beta-arrestin-GFP spot imaging, agonist mode; activation, % at 20 µM;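 active = activation at or above 40% of the spot to cytoplasm intensity ratio, with at least 20 cells analyzed; inconclusive = wells under 20 cells, flagged as cytotoxic or low count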;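 note: 0% = DMSO without peptide and 100% = 100 nM NTR1 peptide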
Target sequence (P30989 whole entry, looked up): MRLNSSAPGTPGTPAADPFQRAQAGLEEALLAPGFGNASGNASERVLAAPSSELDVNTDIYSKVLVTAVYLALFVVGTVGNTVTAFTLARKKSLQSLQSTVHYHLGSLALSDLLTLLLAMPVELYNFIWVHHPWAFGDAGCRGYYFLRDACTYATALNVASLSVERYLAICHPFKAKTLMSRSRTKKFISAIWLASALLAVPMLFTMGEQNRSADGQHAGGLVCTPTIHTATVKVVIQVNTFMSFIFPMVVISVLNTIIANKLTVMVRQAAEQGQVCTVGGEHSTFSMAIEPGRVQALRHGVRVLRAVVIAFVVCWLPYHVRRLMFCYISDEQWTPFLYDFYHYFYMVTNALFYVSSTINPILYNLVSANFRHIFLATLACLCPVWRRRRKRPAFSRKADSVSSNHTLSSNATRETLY
T cell modulator vesicle-bound %: second read-out of T cell modulator, no call of its own (marks repeat the call); double positive events, %; measured here: CD8+ vesicle-bound cell fraction;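 binding gate set so that unloaded-vesicle control wells show 10% double positive cells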
NTR1 agonist cell count 20 µM: second read-out of NTR1 agonist, no call of its own (marks repeat the call); cell count; measured here: cell count, cytotoxicity flag
Myeloid diff 2 GFP+ MAC1+ %: further read-out of Myeloid diff 2, marked with its call; GFP+ MAC1+ double positive, %; measured here: differentiation confirmed by MAC1 staining
* marks the source's active call; other numbers are inactive results; i = inactive; ? = inconclusive; . = not tested or not shown; [ ] = dose if it differs, or a comment. Cut-off read from the data, not from the text of the source, unless noted: active = inhibition above about 50%; inactive = the rest.

SMILES	GPR55 LPI antagonism	KOR beta-arrestin-1	Myeloid diff 2	Myeloid diff 2 GFP+ MAC1+ %	T cell modulator	T cell modulator vesicle-bound %	KOR beta-arrestin-2	HEK293 NOD2/NF-kB	NOD1 inhibition	GPR55 activation	NTR1 agonist	NTR1 agonist cell count 20 µM
CC(C)(C)[C@]1(O)C[C@@H]2OC(=O)C[C@@]23C(=O)O[C@@H]2OC(=O)[C@H](O)[C@]213	-10%	-15%	i	1.3	i	36	-1.0%	-1%	-26%	0.1%	8.0	83
O=c1c2ccccc2nc(/C=C/c2ccc(O)cc2)n1-c1cccc(O)c1	22%	0%	i	1.8	i	58	-3.3%	27%	-3%	-0.2%	3.8	60
O=C1NC(=O)N(CCc2ccc(F)cc2)C(=O)/C1=C/c1cccs1	84%	-52%	i	0.4	i	12	-0.9%	7%	13%	5.2%	22	53
Nc1ccccc1C(=O)OCC(=O)c1ccc2c(c1)OCCO2	15%	26%	i	0.2	i	55	-4.0%	-60%	-45%	1.1%	3.9	39
O=P(Nc1ccccc1)(Nc1ccccc1)Oc1ccccc1	29%	19%	i	0.2	i	23	-1.8%	2%	0%	-0.2%	0.4	82
O=C(c1ccccc1)C1NC1c1ccccc1 (stereo not given)	17%	-15%	i	0.7	i	44	3.5%	-14%	-9%	-0.2%	1.9	30
O=c1c2ccccc2nc(-c2ccccc2)n1-c1ccccc1	3%	30%	?	.	i	15	-1.3%	14%	11%	0.3%	-1.2	56
O=C(c1ccc2c(=O)n(Cc3ccc4c(c3)OCO4)c(=S)[nH]c2c1)N1CCC2(CC1)OCCO2	1%	-32%	i	4.9	i	36	1.8%	20%	-5%	0.0%	1.1	71
Cc1cccc(CN2CCCC(C(=O)c3cccc(OC(C)C)c3)C2)n1 (stereo not given)	12%	-31%[20 µM]	i	0.7	i	61	.	17%	-25%	0.2%	1.3	81
N#CC(c1cccnc1)N1CCOCC1 (stereo not given)	3%	-8%	i	0.6	i	51	-4.6%	18%	-4%	0.0%	-0.8	84
C=CCn1c(O)c(C(C)=Nc2ccc3c(c2)CCC3)c(=O)[nH]c1=O	11%	22%	i	0.1	i	38	1.9%	8%	-6%	0.0%	5.7	69
COC(=O)C(O)(c1ccc(NC(=O)c2cccs2)c(C)c1)C(F)(F)F (stereo not given)	-2%	37%	i	0.6	i	18	-1.7%	20%	-1%	0.3%	-0.8	52
COc1cc(C2NCc3ccccc3-n3cccc32)ccc1O (stereo not given)	1%	19%	i	0.0	i	31	-4.2%	11%	-42%	-0.2%	-0.8	60
CCOc1ccccc1-n1c(O)c(C=NCCCN(CC)CC)c(=O)[nH]c1=O	-5%	8%	i	1.0	i	31	9.7%	0%	-16%	0.5%	-0.3	50
CCc1cccc(CC)c1NC(=S)N1CC2CC(C1)c1cccc(=O)n1C2 (stereo not given)	46%	6%	i	0.6	i	18	-1.4%	7%	-14%	-0.1%	2.9	62
CCCCn1c(=O)c(C(=O)NCCc2ccccc2)c(O)c2ccccc21	11%	4%	i	0.4	i	61	-5.0%	37%	-15%	-0.1%	2.1	42
Cn1c(O)c(C=Nc2ccc(Br)cc2)c(=O)n(C)c1=O	13%	2%	i	0.3	i	49	-6.0%	-15%	12%	-0.2%	1.7	47
c1ccc(-c2[nH]c(-c3ccccc3)[n+](CC3CO3)c2-c2ccccc2)cc1 (stereo not given)	19%	36%	i	0.6	i	49	1.6%	8%	63%	0.2%	3.1	55
Cc1cnn(C2CCN(C)CC2)c1N	6%	28%	i	1.0	i	59	-3.3%	3%	-8%	0.6%	-0.6	75
Cc1ccc2nc(N3CCC(C(=O)N4CCC5(CC4)OCCO5)CC3)sc2c1	31%	30%	i	0.7	i	40	-0.7%	-23%	-20%	-0.1%	1.7	45
COc1ccc(N2C(=O)NC(=O)/C(=C\c3ccc([N+](=O)[O-])s3)C2=O)cc1	19%	7%	i	0.1	i	23	-2.2%	-5%	-32%	0.6%	-0.2	48
O=C1NC(=O)N(c2ccccc2)C(=O)/C1=C/c1ccc(Sc2ccccc2)o1	4%	-20%	i	6.4	i	10	0.4%	16%	15%	-0.3%	.	.
O=C(O)c1cccc(NC(=O)N2C[C@H]3C[C@@H](C2)c2cccc(=O)n2C3)c1	8%	2%[20 µM]	i	1.9	i	42	0.2%	9%	-4%	-0.2%	0.1	98
CCCCn1c(=O)c(C=Nc2ccc(Cl)cc2)c(O)n(Cc2ccco2)c1=O	13%	25%	i	0.7	i	54	3.5%	0%	-36%	-0.4%	1.5	80
C[C@]12CCC3[C@@H](CC[C@H]4C[C@@H](O)CC[C@]34C)C1CCC2=O (stereo not given in full)	-1%	12%	i	0.4	i	8	-1.9%	9%	-1%	-0.1%	-0.2	60

(continued)
SMILES	GPR55 LPI antagonism	KOR beta-arrestin-1	Myeloid diff 2	Myeloid diff 2 GFP+ MAC1+ %	T cell modulator	T cell modulator vesicle-bound %	KOR beta-arrestin-2	HEK293 NOD2/NF-kB	NOD1 inhibition	GPR55 activation	NTR1 agonist	NTR1 agonist cell count 20 µM
c1cncc(C2CCCCN2)c1 (stereo not given)	0%	31%	i	2.6	i	3	2.7%	14%	-6%	0.3%	1.4	74
COc1cc2[nH]c(=O)n(-c3cccc(Cl)c3)c(=O)c2cc1OC	0%	-7%	i	0.2	i	39	0.2%	2%	-20%	0.6%	1.2	50
CN1CCN(c2ccc(N)cc2Cl)CC1	5%	-1%	i	0.1	i	52	-3.2%	0%	-14%	-0.4%	0.9	50
CCCOP(=O)(OCCC)C(NC(=O)c1ccccc1)=C(Cl)Cl	16%	14%	i	0.7	i	39	3.7%	0%	-10%	-0.1%	-0.1	38
O=C1/C(=C/c2ccc3c(c2)OCO3)N2CCC1CC2	3%	22%	i	0.5	i	39	6.3%	0%	-22%	-0.1%	2.4	54
COc1cc(/C=C/C(=O)c2ccc(C)cc2)ccc1OCC#N	22%	4%	?	.	i	10	1.3%	.	4.6µM*	4.2%	2.7	44
COc1ccccc1N1CCN(c2ncnc3sc(C)c(-c4ccccc4)c23)CC1	13%	-23%	i	4.3	i	52	-4.4%	11µM*	5.5µM*	-0.3%	13	37
COc1ccc(Cn2c(O)c(/C=N/NC(=O)c3ccccc3)c(=O)[nH]c2=O)cc1	-4%	17%	i	0.5	i	60	-2.3%	9%	25%	-0.1%	-1.3	81
COc1cccc(OCc2cc(C(=O)N3C[C@H]4C[C@@H](C3)c3cccc(=O)n3C4)no2)c1	-4%	-2%	i	1.6	.	.	-1.0%	-49%	-68%	0.3%	1.4	52
CC(=O)c1c(O)n(C2CCCCCC2)c(=O)[nH]c1=O	3%	-7%	i	1.3	i	25	-1.2%	9%	1%	1.0%	-0.8	52
CCOC(=O)C(NC(=O)CC)(Nc1ccc(C(O)(C(=O)OCC)C(F)(F)F)cc1C)C(F)(F)F (stereo not given)	.	21%	i	0.6	i	26	-2.8%	16%	13%	-0.1%	-0.5	79
Fc1ccc(CNCCc2ccccc2F)cc1	-8%	.	i	1.0	i	46	-0.2%	-4%	-12%	-0.2%	0.4	65
CCN1CCN(C(=O)Cc2coc3ccc4ccccc4c23)CC1	18%	-22%	i	1.3	i	26	-1.8%	1%	-12%	-0.1%	1.1	47
CC1(C)N=C(c2ccccc2)[C@@H]2C(c3ccc([N+](=O)[O-])cc3)N21 (stereo not given in full)	15%	-30%	i	0.3	i	46	-1.1%	-7%	-4%	0.3%	-0.5	47
COc1ccc(C(O)P(=O)(OC(C)C)OC(C)C)cc1 (stereo not given)	-8%	-2%	i	0.7	i	19	4.1%	4%	-3%	-0.3%	-0.8	45
COc1ccc(S(=O)(=O)N2CC3CC(C2)c2cccc(=O)n2C3)cc1 (stereo not given)	7%	18%[20 µM]	i	0.4	i	34	.	-6%	-11%	0.2%	3.0	54
O=C(CN1CCCCC1)NCC(=O)Nc1ccc(Br)cc1C(=O)c1ccccc1	11%	-14%	i	0.7	i	35	2.1%	7%	7%	-0.1%	-0.9	87
CCOP(=O)(Cc1ccc(C#N)o1)OCC	0%	-6%	i	0.7	i	36	-1.7%	9%	-7%	0.4%	0.5	59
C=CCn1c(O)c(C(CC)=NCCC2=CCCCC2)c(=O)[nH]c1=O	-8%	0%	i	0.3	i	42	6.8%	13%	-18%	-0.1%	2.7	85
CC(N)Cc1c[nH]c2c1ccc1ccccc12 (stereo not given)	-12%	-22%[20 µM]	i	1.1	i	54	-6.4%	9%	26%	1.1%	-0.9	53
CCCCN(Cc1ccccc1)C1CCN(CCc2ccccc2)CC1	21%	17%	i	1.8	i	24	-2.6%	-13%	-6%	0.0%	-1.2	64
O=C(Nc1ccccc1)NC1CC2CCC(C1)N2 (stereo not given)	4%	-18%	i	0.9	i	48	-2.4%	-6%	-3%	-0.1%	-1.6	89
COCC(C)OC(=O)c1c(N)n(Cc2ccco2)c2nc3ccccc3nc12 (stereo not given)	2%	7%	i	0.3	i	6	-2.8%	-1%	-5%	1.5%	0.4	64
CC(C(N)=O)N1CC(c2ccccc2)CC1=O (stereo not given)	-7%	11%	i	0.8	i	30	-3.4%	10%	6%	-0.2%	-0.1	49
CC(=O)C1(c2ccccc2)CCN(C(=O)C2CCC(=O)N(CCc3cccc(F)c3)C2)CC1 (stereo not given)	3%	1%	i	0.4	i	69	0.7%	-6%	-39%	-0.1%	0.4	60
O=C(NCc1cccnc1)C(Cl)(Cl)Cl	3%	.	i	0.3	i	28	1.2%	10%	-34%	-0.2%	-0.8	49
COc1cccc(-n2c(O)c(C=NCCN3CCNCC3)c(=O)[nH]c2=S)c1	7%	14%	i	0.7	i	70	-1.5%	7%	-6%	-0.2%	-0.3	92
COc1ccc(OC)c(-n2c(O)c(C=NCCN3CCNCC3)c(=O)[nH]c2=S)c1	11%	37%	i	0.4	i	35	-2.2%	-5%	-10%	-0.1%	-0.2	106
CCOC(=O)c1c(C)n(C(C)C)c2ccc(OC(=O)c3ccc(N4C(=O)CCC4=O)cc3)cc12	-6%	27%	i	0.4	i	26	-0.9%	3%	-20%	-0.1%	13	70

Screening results from PubChem.

Some of the compounds tested, so the mix of outcomes need not match the whole.
